Lipid storage S3: qHTS Assay for Lipid Storage Modulators in Drosophila S3 Cells; Drosophila S3 cells, BODIPY lipid droplet fluorescence, 18-24 h; cells fed with added oleic acid; lipid storage change, negative = inhibition, % at the top dose, mostly 46.1 µM; hits show Potency in µM; actives 0.64% (n = 320,000); active = well fitted inhibition curve with a large enough effect in the signal ratio, with a control signal flat, not every such curve was filed as active; inconclusive = small, poorly fitted or top-dose-only effect, or effect the other way, or a change in a side signal; the % refers to the signal ratio
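Drosophila S3 cells got compounds at several concentrations plus oleic acid (400 uM solution). Laser-scanning cytometry with 488 nm excitation read lipid droplets at 500-530 nm and cells at 575-640 nm. Percent activity was relative to 20 uM Triacsin C.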
Lipid storage S3 cell count max: recorded beside Lipid storage S3, whose call it bears; cell number change, %; measured here: cell count max response;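 cells counted by Cell Tracker Red CMTPX staining in the red channel; peak over a dose series mostly up to 46.1 µM; percent activity relative to internal control wells on each plate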
Numbers without * were called inactive; i = inactive; ? = inconclusive; · = no result given. % is set by controls: 0 for no effect and ±100 for the full control effect; potency is the fitted concentration of half-maximal effect. Some of the compounds tested; rates above refer to the full screens.

Fields – Lipid storage S3 | Lipid storage S3 cell count max
> CC(=O)N1CC(=O)Nc2ccc(Cl)cc2C1c1ccc(F)cc1 (centres undefined)
 : ? | ·
> CC(Cc1ccccc1)[n+]1cc(/N=C(\N)[O-])on1 (centres undefined)
 : 15% | -15
> O=C(O)C(O)(c1ccccc1)C1CCCC1 (centres undefined)
 : ? | ·
> Cn1c(=O)cc(SCC(=O)N2CCC3(CC2)OCCO3)c2ccc(Cl)cc21
 : -6% | -6
> CCCCCn1c(=O)c(C(=O)Nc2ccccn2)c(O)c2ccccc21
 : ? | ·
> O=c1[nH]c(=O)n(-c2cccc3ccccc23)c(O)c1C=NCc1ccc2c(c1)OCO2
 : ? | ·
> COc1ccc(-n2c(Cc3cccc([N+](=O)[O-])c3)nc3ccccc3c2=O)cc1
 : ? | ·
> COc1ccc(CCC(=O)N2C[C@H]3C[C@@H](C2)c2cccc(=O)n2C3)cc1
 : ? | ·
> COc1ccccc1OCCCn1cc(C(=O)c2ccco2)c2ccccc21
 : ? | ·
> Cc1ccccc1-n1c(O)c(/C=C2/C(c3ccccc3)=Nc3ccccc32)c(=O)[nH]c1=O
 : i | -21
> COC(=O)C(O)(c1c[nH]c2ccccc12)C(F)(F)F (centres undefined)
 : ? | ·
> O=C(CCn1c(=O)oc2ccc(Cl)cc21)NCCCN1CCOCC1
 : ? | ·
> c1ccc(NC2=NCCCS2)cc1
 : ? | ·
> O=C1NC(=O)[C@]2(Cc3ccccc3N3CCN(c4ccccc4)CC32)C(=O)N1Cc1ccccc1 (some centres undefined)
 : ? | ·
> Cc1cc(/C=C2/C(=O)NC(=O)N(Cc3ccco3)C2=O)c(C)n1-c1ccccc1
 : -6% | -14
> COC(=O)C1=C(c2ccc(C(C)=O)cc2)C[C@@H]2CC[C@H]1N2C(=O)N1CCC(C)CC1
 : ? | ·
> COc1ccc(C=O)cc1O
 : -2% | -17
> COC(=O)C1=C(c2ccc(OC)c(OC)c2)C[C@@H]2CC[C@H]1N2C(=O)NCCOc1ccccc1Cl
 : ? | ·
> O=c1ccc2cc(OC3O[C@H](CO)[C@@H](O)[C@H](O)[C@H]3O)c(O)cc2o1 (some centres undefined)
 : -24% | ·
> Cc1nccc2c1[nH]c1ccccc12
 : ? | ·
> CCOP(=O)(OCC)C(NC(=O)c1ccccc1C)C(Cl)(Cl)Cl (centres undefined)
 : ? | ·
> CCOP(=O)(C#Cc1ccccc1)C(O)c1ccc(Br)cc1 (centres undefined)
 : ? | ·
> CN1C(=O)CC(c2ccccc2)Nc2ccccc21 (centres undefined)
 : ? | ·
> C=C[C@H]1CN2CC[C@H]1C[C@H]2[C@H](O)c1ccnc2ccccc12
 : 2% | 10
> CN1C(=O)C(=Cc2ccc(N3CCOCC3)c([N+](=O)[O-])c2)C(=O)N(C)C1=O
 : ? | ·
> O=C(CSC1c2ccccc2-c2ccccc21)N/N=C/c1ccccc1C(=O)O
 : ? | ·
> CCOC(=O)Cc1csc(NC(=O)Cn2c(=O)oc3ccccc32)n1
 : ? | ·
> O=C(c1cccc(C(F)(F)F)c1)C1CCCN(Cc2ncc[nH]2)C1 (centres undefined)
 : ? | ·
> c1ccc2c(CN3CCN(C4CCCCC4)CC3)c[nH]c2c1
 : 8% | 0
> Cc1cc(NC(=O)COC(=O)c2c(C)nn(Cc3ccccc3)c2Cl)no1
 : ? | ·
> Cc1cc(/C=C2\C(=O)NC(=O)N(c3ccc(F)cc3)C2=O)c(C)n1-c1ccc(C(=O)O)cc1
 : ? | ·
> CN1CC(C(=O)c2ccc(Cl)cc2)C(c2ccccc2F)C1 (centres undefined)
 : ? | ·
> CCOP(=O)(OCC)C(NC(=O)c1ccc(C)cc1)C(Cl)(Cl)Cl (centres undefined)
 : 7% | 15
> Cc1cc(=O)n(-c2ccccc2)n1-c1ccccc1
 : -6% | -11
> CCc1ccc(N2C(=O)NC(=O)/C(=C/c3cccn3CCOc3ccc(C(C)CC)cc3)C2=O)cc1 (centres undefined)
 : -25% | -2
> C=CC1CN2CCC1CC2[C@@H](OC(=O)c1ccc(OC)cc1)c1ccnc2ccccc12 (some centres undefined)
 : 6% | 1
> CCn1c(O)c(C=NCCc2c[nH]c3ccccc23)c(=O)[nH]c1=O
 : i | ·
> COCCN(C(=O)COC(=O)Cc1ccccc1)c1c(N)n(Cc2ccccc2)c(=O)[nH]c1=O
 : ? | ·
> CN1CCc2nc3sc(C(=O)NC(C)(C)C)c(N)c3cc2C1
 : -6% | 5
> CCOC(=O)C1CCCCC12C(C#N)=C(N)Oc1n[nH]c(C)c12 (centres undefined)
 : ? | ·
> CCc1c(-c2ccccc2)nc2ccccc2c1C(=O)N1CCC2(CC1)OCCO2
 : i | -28
> O=C(NCc1cccnc1)Nc1ccccc1Cl
 : i | -20
> CCc1ccc2nc(N3CCC(C(=O)N4CCC5(CC4)OCCO5)CC3)sc2c1
 : -6% | -16
> COc1ccc2[nH]cc(CCN)c2c1
 : ? | ·
> CC12CN3CC(C)(CN(C1)C3c1ccncc1)C2=O (centres undefined)
 : -8% | ·
> O=C(CCC(=O)N1CCOc2ccc(Cl)cc21)N1CCC2(CC1)OCCO2
 : i | 6
> COc1ccc(C2N(c3cc(C)on3)C(=O)C3CCCN32)cc1 (centres undefined)
 : ? | ·
> CCCCCCOc1ccc(CN2CCN(CCO)CC2)cc1
 : i | -4
> COC(=O)C1=C(c2ccc(F)cc2OCc2ccccc2)C[C@@H]2CC[C@H]1N2C(=O)NCc1ccc(OC)cc1
 : 3% | -8
> O=C(NC1CONC1=O)OCC(Cl)(Cl)Cl (centres undefined)
 : -11% | -22
> COc1ccc(CNCCc2ccc(Cl)cc2)c(OC)c1OC
 : ? | ·
> CC1CC(OP(O)(=S)c2ccc(N(C)C)cc2NC(=O)c2cccs2)CC(C)(C)C1 (centres undefined)
 : ? | ·
> CC(Cc1cccs1)NCc1ccc(Cl)cc1 (centres undefined)
 : ? | ·
> CCOC(=O)Cn1c(=O)oc2cc(S(=O)(=O)N(C)c3ccc(OC)cc3)ccc21
 : ? | ·
> COc1ccccc1NC(=O)c1cn(CCC#N)nc1-c1cccc(Cl)c1
 : -3% | 0
> CCNC(=S)NCCC1=c2ccccc2=N/C1=C\c1c(O)n(C)c(=O)n(C)c1=O
 : ? | ·
> COC(=O)C1=C(c2ccc(OCc3ccccc3)cc2)C[C@@H]2CC[C@H]1N2C(=O)NCCCc1ccccc1
 : ? | ·
> CCOC(=O)c1ccc(N=Cc2c(O)n(-c3ccccc3F)c(=S)[nH]c2=O)cc1
 : ? | ·
> CCOC(=O)c1ccc(NC(=O)N2CC3CC(C2)c2cccc(=O)n2C3)cc1 (centres undefined)
 : ? | ·
> COC(=O)C1=C(c2ccc(F)cc2OCc2ccccc2)C[C@@H]2CC[C@H]1N2C(=O)NCc1ccccc1
 : i | ·

Following part.
Fields – Lipid storage S3 | Lipid storage S3 cell count max
> CC(=O)c1ccc(OC(NC(=O)Cc2ccccc2)C(Cl)(Cl)Cl)cc1 (centres undefined)
 : 4% | 8
> COc1cc(OC)c(OC)cc1/C=C1/C(=O)NC(=O)N(Cc2ccccc2)C1=O
 : 3% | ·
> O=[N+]([O-])c1cnc[nH]1
 : ? | ·
> O=C(Oc1ccc([N+](=O)[O-])cc1)N1CCC(N2CCCCC2)CC1
 : 18% | 7
> CO[C@H]1[C@@H](OC)CC(OC2OC(CO)C(O)C(O)C2O)/C(=C\C#N)[C@@H]1O (some centres undefined)
 : -13% | 0
> O=P(NCc1ccccc1)(Oc1ccccc1)Oc1ccccc1
 : 6% | -2
> Cc1sc2c(c1C)C(c1cccs1)=NCC(=O)N2CC(=O)NCc1cccs1
 : -12% | -18
> C1=CC(Cc2cncs2)c2ccccc21 (centres undefined)
 : ? | ·
> COc1cccc(CN2CC=C(c3ccc(F)cc3)CC2)c1
 : 20% | 3
> CC(=O)N1CN2CN(C(C)=O)CC(C(=O)c3ccccc3)(C2)C1
 : 1% | -7
> COC(=O)C1=C(c2cccc(C#N)c2)C[C@@H]2CC[C@H]1N2C(=O)NCc1ccco1
 : i | 9
> CCOc1cc(CNCCc2ccccc2F)ccc1OC
 : -11% | -22
> CCN(CC)c1ccc(N=Cc2c(O)n(Cc3ccccc3)c(=O)[nH]c2=O)cc1
 : ? | ·
> C/C(N)=C(/C#N)C(=O)CSc1nc2cc(Cl)ccc2c(=O)n1-c1ccc(C)cc1
 : ? | ·
> CCc1ccc(C2=NN(CCC(=O)N3CCC4(CC3)OCCO4)C(=O)CC2)cc1
 : ? | ·
> CNC(=O)c1cccn(Cc2cc(C(F)(F)F)cc(C(F)(F)F)c2)c1=O
 : 0% | -2
> COc1ccc(C(=O)NC(=S)N2C[C@H]3C[C@H](C2)c2cccc(=O)n2C3)cc1
 : 15% | 23
> c1ccc(CC(NCc2ccco2)c2ccccc2)cc1 (centres undefined)
 : ? | ·
> NC(N)=Nc1ccc2[nH]c3c(c2c1)C[C@@]1(O)[C@H]2Cc4ccc(O)c5c4[C@@]1(CCN2CC1CC1)[C@H]3O5
 : ? | ·
> CCOP(=O)(OCC)C(O)c1ccc(OC)c(OC)c1 (centres undefined)
 : 8% | -6
> O=C(C(=O)N1CCOCC1)c1cn(Cc2ccccc2Cl)c2ccccc12
 : ? | ·
> COc1cc(C(=O)OC2C[C@H]3CC[C@@H](C2)N3C)ccc1O (some centres undefined)
 : ? | ·
> O=C1NC(=O)N(Cc2ccco2)C(=O)/C1=C/c1cccn1CCOc1ccccc1Cl
 : ? | ·
> C[C@H]1CCC[C@H](O)CCCCCc2cc(O)cc(O)c2C(=O)O1
 : ? | ·
> Cc1nc2ccccc2c(=O)n1-c1ccc(F)cc1F
 : 2% | 1
> O=c1cccc2n1CC1CC2CN(S(=O)(=O)c2ccccc2)C1 (centres undefined)
 : ? | ·
> CC(C)=CCSc1nnc([C@@H](N)Cc2c[nH]c3ccccc23)o1
 : ? | ·
> CCOP(=S)(OCC)N1CCOCCOCCN(P(=S)(OCC)OCC)CCOCCOCC1
 : -11% | 21
> CCOc1cc(CN2CCN(C(=O)Cc3ccccc3)CC2)ccc1OC
 : i | ·
> CN1CCCC(C(=O)c2ccc(Cl)cc2)C1 (centres undefined)
 : ? | ·
> COc1ccc2c(c1OC)C(=O)OC2c1c(O)n(C2CCCCC2)c(=O)[nH]c1=O (centres undefined)
 : ? | ·
> CCCCNS(=O)(=O)c1ccc(OCC(=O)N2CCN(Cc3ccc4c(c3)OCO4)CC2)cc1
 : ? | ·
> Fc1ccc2c(c1)nnn2C1CCN(Cc2nnnn2CCc2ccccc2)CC1
 : ? | ·
> CN1CCC2(CC1)NC(=O)C1=C(CN(C)CC1)N2
 : -12% | -12
> CC1(C)CC(n2[nH]c(=O)c3c2NC(=O)CSC3c2ccccc2)CCO1 (centres undefined)
 : 15% | -15
> O=C(O)c1ccccc1N=Nc1c(O)[nH]c(=O)[nH]c1=O
 : -2% | 9
> Cc1c2cnn(CC(=O)N3CCC4(CC3)OCCO4)c(=O)c2c(C)n1Cc1ccc(F)cc1
 : ? | ·
> Cc1ccc(Cn2nc(C(=O)Nc3ccc(Br)cc3)cc2C)cc1
 : 0% | 7
> O=C1CCCN1c1ccc(S(=O)(=O)O)cc1 (tested in a mixture with another compound)
 : 3% | 1
> Cc1ccccc1CCNCc1cc2cccc(C)c2[nH]c1=O
 : ? | ·
> O=C1/C(=C\c2ccc([N+](=O)[O-])cc2)N2CCC1CC2
 : 0% | 5
> CCN(CC)P1(=O)OC(c2cc(OC)c(OC)c(OC)c2)=Nc2c1c(C)nn2-c1ccccc1 (centres undefined)
 : ? | ·
> CC(=O)Nc1ccc(N=Cc2c(O)n(Cc3ccco3)c(=O)[nH]c2=O)cc1
 : -14% | -1
> Cc1ccc(NC(=O)c2cc(-c3ccccc3)n(CCCN3CCOCC3)c2C)cc1
 : 4% | -13
> CC(C)(C)N(NC(=O)c1ccccc1)C(=O)c1ccccc1
 : 3% | 1
> CN(C)c1nc(OCCNC(=O)COc2ccc(Cl)cc2Cl)nc(N2CCCCC2)n1
 : -12% | -10
> Cc1cc(OCC(=O)NCc2cccnc2)c2c3c(c(=O)oc2c1)CCCC3
 : i | ·
> Cc1cc(OCC(=O)Nc2c(C)n(C)n(-c3ccccc3)c2=O)c2c3c(c(=O)oc2c1)CCC3
 : ? | ·
> Cc1ccccc1CN1CCN(c2ccc(Cl)cc2)CC1
 : 10% | ·
> CN(C)c1ccc(/C=C2\CC3C4CC=C5CC(O)CCC5(C)C4CCC3(C)C2=O)cc1 (centres undefined)
 : ? | ·
> CCOc1ccc(-n2c(CC)nc3ccccc3c2=O)cc1
 : 18% | 0
> CC(C)CCOP(N)(=O)Oc1ccccc1Cl (centres undefined)
 : ? | ·
> CCOc1cc(CNCCc2c[nH]c3ccccc23)cc(Cl)c1OCC
 : ? | ·
> COC(=O)C1=C(c2ccc(F)cc2OCc2ccccc2)C[C@@H]2CC[C@H]1N2C(=O)NCc1ccco1
 : i | -4
> Cc1cc(OCCN2CC2)c2ccccc2n1
 : ? | ·
> CNC(=O)Oc1ccc(N(C)C)cc1C(C)C
 : 1% | 6
> c1ccc(CCN2CCC(N3CCN(c4ccccc4)CC3)CC2)cc1
 : ? | ·
> CCN(CC)c1ccc(/C=C/[N+](=O)[O-])cc1
 : 22% | 16
> CCOC(=O)c1c(C)n(C(C)C)c2ccc(OC)cc12
 : 25% | ·
> CCN(CC)C(=O)c1ccc(NC(=O)c2ccc(-c3nn(C)c(=O)c4ccccc34)cc2)cc1
 : 3% | 5

Compound activity: PubChem BioAssay, National Center for Advancing Translational Sciences (NCATS)
